Assay outcomes (PubChem BioAssay)
FAS-TE inh: blocks the thioesterase domain of human fatty acid synthase; P49327; recombinant FAS-TE, OMFH fluorogenic substrate, fluorescence endpoint; inhibition, % at 15 µM; 360,000 compounds, 0.67% hits;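 active means compounds whose normalised, plate-corrected inhibition of enzyme fluorescence in the single-dose primary screen is 50% or more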;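 further: 0% = DMSO with enzyme and 100% = substrate without enzyme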
MT1-MMP act inh: MT1-MMP (human) activation inhibition; P50281; HT1080 RFP-PRO-GFP cells, GFP/RFP ratio fluorescence, overnight; percent of plate control window, DMSO zero; GFP/RFP ratio change, % at 20 µM; 360,000 compounds, 0.061% hits;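 active means GFP/RFP ratio change of at least 30% with cell ATP level not reduced by more than half and red fluorescence within 50% of control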; further: strong numbers were not always called active
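Read-out: GFP/RFP fluorescence ratio; Test system: RFP-PRO-GFP reporter HT1080 cells; Compound dosing: single-point 20 µM compound, 1% DMSO; Times: overnight compound exposure at 37 °C.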
MsrA inh: inhibits bovine methionine sulfoxide reductase A | purified bovine MsrA, absorbance read-out | 360,000 compounds, 0.75% hits | inhibition, % at 15.5 µM; in the data active means inhibition above about 4.5%;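 further: 0% = vehicle wells with enzyme and 100% = reference inhibitor wells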
TbMetRS inhib: blocks T. brucei methionyl-tRNA synthetase activity; 360,000 compounds, 0.4% hits; AID 624268; purified T. brucei MetRS, ATP depletion, Kinase-Glo luminescence; inhibition, % at 11.9 µM;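 active means inhibition above a per-plate cutoff of the control wells' mean inhibition plus 3 SD, cut at about 5.5% in these data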;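 further: 0% = DMSO wells median and 100% = median of wells with control inhibitor compound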
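Dosing: 11.9 µM single point; system: parasite MetRS enzyme; technique: luminescence of leftover ATP; times: 15 min enzyme-compound preincubation, 2 h reaction, 10 min detection, 25 °C; replicates: each compound tested once; read-out basis: percent inhibition relative to median high and low control wells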
eLon inh: E. coli protease La inhibition | P0A9M0 | purified E. coli Lon protease, fluorescence polarization | AID 602123 | inhibition, % at 7.94 µM | 360,000 compounds, 0.42% hits; in the data active means inhibition above about 13%, passing the limit was not always enough;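 further: 0% = enzyme with probe and DMSO and 100% = no enzyme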
PABP1 MLLE inh: blocks PAM2 peptide binding to the PABP1 MLLE domain. P11940. GST-MLLE / FITC-PAM2 fluorescence polarization. inhibition, % at 20 µM. 360,000 compounds, 0.36% hits. AID 588489; in the data active means inhibition above about 35%, passing the limit was not always enough;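 further: plate controls were DMSO wells with GST-MLLE for no effect and wells lacking GST-MLLE protein for full effect; some results filed as inactive read as strong as hits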
Target sequence (P11940 whole entry, looked up, the tested form may be a part): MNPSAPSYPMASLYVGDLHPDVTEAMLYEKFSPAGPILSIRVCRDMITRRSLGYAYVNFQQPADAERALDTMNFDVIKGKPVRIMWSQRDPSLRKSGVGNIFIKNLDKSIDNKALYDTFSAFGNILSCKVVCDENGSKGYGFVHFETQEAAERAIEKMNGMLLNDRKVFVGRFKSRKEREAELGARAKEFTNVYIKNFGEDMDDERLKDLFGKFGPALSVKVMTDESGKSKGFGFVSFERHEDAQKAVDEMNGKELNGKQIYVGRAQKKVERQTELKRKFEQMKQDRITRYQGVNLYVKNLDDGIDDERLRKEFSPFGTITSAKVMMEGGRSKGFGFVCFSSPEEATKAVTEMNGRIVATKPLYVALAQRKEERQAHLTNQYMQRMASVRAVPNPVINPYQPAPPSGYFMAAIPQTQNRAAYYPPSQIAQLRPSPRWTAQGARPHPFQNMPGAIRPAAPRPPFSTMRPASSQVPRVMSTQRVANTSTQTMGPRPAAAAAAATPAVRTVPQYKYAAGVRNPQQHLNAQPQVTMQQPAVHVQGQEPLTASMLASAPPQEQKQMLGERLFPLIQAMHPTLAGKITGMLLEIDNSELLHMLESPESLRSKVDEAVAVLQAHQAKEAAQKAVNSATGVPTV
SKN-1 block: C. elegans SKN-1 inhibition. C. elegans VP596 Pgst-4::GFP/RFP ratio, acrylamide-induced, 24 h. inhibition, % at 21.8 µM. 360,000 compounds, 0.49% hits;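 active means interference check ratio from 0.5 to 1.5 plus GFP to RFP signal ratio inhibition reaching or exceeding a fixed threshold, cut at about 30% in these data, passing the limit was not always enough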; further: some compounds called inactive have numbers as strong as hits
NRP1-CendR mod: alters CendR peptide binding to human NRP-1; FAM-RPARPAR peptide binding to NRP-1, fluorescence polarization; inhibition, % at 25 µM; 360,000 compounds, 0.85% hits; O14786;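 active means inhibition or corrected inhibition above about 18%, plus a signal ratio from 0.5 to 1.5, limit read from the data, passing the limit was not always enough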; further: strong numbers were not always called active
MsrA act: activators of bovine methionine sulfoxide reductase A; 360,000 compounds, 0.3% hits; activation, % at 10.6 µM; purified bovine MsrA, absorbance read-out; in the data active means activation above about 7.5%;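 further: 0% = vehicle and 100% = reference activator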
* hit, by the source's call; . = no result given.

SMILES	FAS-TE inh	MT1-MMP act inh	MsrA inh	TbMetRS inhib	eLon inh	PABP1 MLLE inh	SKN-1 block	NRP1-CendR mod	MsrA act
CCOC(=O)C1=CC[C@@H](c2cc(OC)c(OC)c(OC)c2)N(S(=O)(=O)c2ccc(C)cc2)[C@H]1C(=O)OCC	4	1	-0.1	-0.2	9	12	5	9	1
COCC(=O)N1CCN(c2ccc([N+](=O)[O-])cc2)CC1	-3	3	0.0	-1.6	-8	-2	-22	9	-12
O=C1c2oc3ccccc3c(=O)c2C(c2cccs2)N1CCCN1CCOCC1 (centres undefined)	-4	-8	1.7	0.0	12	18	4	0	1
NNC(=O)CCN1CCCCC1	-5	-2	0.2	-0.8	4	5	0	-8	-3
CNC(=O)C[C@H]1C(=O)N(c2ccc(OC)cc2)C[C@@H]1Cc1ccccc1	-7	5	-0.4	-0.9	-3	0	8	12	-3
CCc1ccc(NC(=O)N(CCCN2CCOCC2)Cc2cccs2)cc1	-10	-3	-0.1	-0.3	-8	-2	-10	3	-3
Cc1c(Cl)ccc(S(=O)(=O)N2CCN=C2c2ccccc2)c1Cl	-1	2	-1.3	-1.5	-15	-11	-4	-7	-9
O=C(NCCCN1CCCC1=O)c1ccccc1OCc1ccc(Cl)cc1Cl	-3	-2	0.6	0.2	-7	1	-6	-5	-10
CCOCCCNCC(=O)N1CCN(S(=O)(=O)c2ccc(C)cc2)CC1	-4	2	-1.5	-0.5	-8	-4	6	2	-6
CC1(C(=O)Nc2ccc(Cl)cc2)Cc2c(-c3ccc(C(N)=O)cc3)ccnc2O1 (centres undefined)	3	3	1.4	0.1	-1	-9	9	2	0
O=S(=O)(NCC1CN(S(=O)(=O)c2ccc3c(c2)OCCO3)C1)c1c(F)cccc1F	-9	-2	1.1	-0.2	3	8	10	1	1
O=C(NCc1ccc(Cl)cc1Cl)C1CCN(S(=O)(=O)c2ccc3c(c2)OCCCO3)CC1	23	2	0.8	1.0	-5	-20	-1	-9	-3
O=C(/C=C/c1cccc(F)c1)N1CCN(c2ncccn2)CC1	0	1	1.0	-0.2	-6	8	8	-3	-3
CCOC(=O)N1CCN(C(=O)CNC(=O)Cn2cnc3ccccc3c2=O)CC1	-8	2	1.2	-0.4	5	0	7	6	-1
O=C(Nc1ccc(N2CCOCC2)cc1)C1(c2ccc(Cl)cc2)CCC1	4	0	-0.6	-1.1	3	6	-3	-4	-7
O=C(NCCCn1ccnc1)/C(=C\c1cccs1)NC(=O)c1ccco1	-7	-6	2.9	-0.4	-4	-13	-5	9	-2
CCC(C)Sc1ccc([C@H]2N[C@@](CC(C)C)(C(=O)OC)[C@H]3C(=O)N(CC)C(=O)[C@@H]23)cc1 (some centres undefined)	25	-3	-0.4	-0.2	1	-8	13	0	-2
COc1ccc(S(=O)(=O)N(C)CC(=O)Nc2ccccc2OC)cc1C	7	2	1.3	-0.9	-11	-16	1	1	1
CC(C)(C)c1ccc(C(=O)NC(=S)Nc2ccc(N3CCOCC3)cc2)cc1	12	3	0.8	-0.7	-6	34	-1	8	0
COc1ccc(N(C)C(=O)c2ccc3c(Cl)c4c(nc3c2)CCCC4)c(OC)c1	-5	-2	1.0	0.1	10	10	12	-3	-1
CCCn1c(C(Cc2ccccc2)NC(=O)COC)nc2ccccc21 (centres undefined)	-6	2	-0.6	-0.5	-13	-7	3	-12	-2
Cn1nc(-c2ccc(C(=O)Nc3cccc(Cl)c3)cc2)c2ccccc2c1=O	2	3	1.4	-1.5	-1	2	-12	-10	-2
COc1ccc(S(=O)(=O)N2CCN(C(=O)c3cc(C)oc3C)CC2)cc1OC	-5	0	-0.3	-0.2	5	-21	1	-2	0
CC1=CN2C(=N)/C(=C/c3ccco3)C(=O)N=C2S1	-12	9	4.5	0.0	-15	2	4	-10	-3
CCOc1ccc(N/C(SC)=C(/C#N)C(N)=O)cc1	-3	5	1.2	-0.2	-5	-84	-7	-1	-1
Further structures follow:
SMILES	FAS-TE inh	MT1-MMP act inh	MsrA inh	TbMetRS inhib	eLon inh	PABP1 MLLE inh	SKN-1 block	NRP1-CendR mod	MsrA act
COCCn1c(SCC(=O)Nc2cc(C)on2)nc2c([nH]c3ccccc32)c1=O	-6	-1	1.0	-0.3	-12	-8	-12	19	-3
C=CCNCC(=O)Nc1ccccc1SCC(=O)Nc1ccsc1C(=O)OC	-2	0	0.0	-1.0	-5	-1	-2	-4	-4
COC(=O)CC(N)c1ccc(OC)c2ccccc12 (centres undefined)	-8	0	-0.6	-0.4	-5	-4	-1	7	-6
Cc1ccc(C(=O)Nc2nnc(C3=COCCO3)o2)cc1C	-4	-1	1.7	-0.5	-6	10	0	-2	2
COc1ccccc1CC1CC(=O)N(c2ccccc2)C1=O (centres undefined)	-1	-3	0.2	-0.5	10	11	14	-1	-3
Nc1c(C(=O)Nc2ccc(Cl)cc2)sc2nc(N3CCOCC3)c3c(c12)CCCC3	7	1	0.9	-0.6	-4	-1	4	1	-9
Cc1cc(SC(C)C(=O)NCC(=O)Nc2ccc(F)c(F)c2F)nc2ccccc12 (centres undefined)	-13	1	-1.1	-0.5	-2	7	12	1	-2
CC(C)Cn1c(-c2cc(Br)ccc2F)nc2c1c(=O)[nH]c(=O)n2CC(C)C	23	-5	-0.2	-1.0	11	12	7	7	1
O=C(Nc1cccc([N+](=O)[O-])c1)c1ccccc1	7	2	0.6	0.4	3	2	13	15	-3
Cc1sc2ncn(CC(=O)N3CCCC(C)C3)c(=O)c2c1S(=O)(=O)N1CCCCC1 (centres undefined)	-2	-7	0.4	0.1	9	17	4	8	-3
CN1C/C(=C/c2cccs2)C(=O)/C(=C\c2cccs2)C1	0	4	0.8	0.2	-2	-16	7	-22	-3
Cc1ccsc1C(=O)N1CCCCCC1(C)C(=O)NCC(C)C (centres undefined)	-2	.	-0.5	0.0	8	3	0	-5	-1
Cc1ccn2cc(C(=O)N3CCCC(Nc4ccc(F)cc4)C3)nc2c1 (centres undefined)	-4	-2	1.7	0.0	2	-19	15	18	-2
C[C@@H]1CCCCO[C@@H](CN(C)Cc2ccc3c(c2)OCO3)[C@@H](C)CN([C@H](C)CO)C(=O)c2cc(N(C)C)ccc2O1	-2	8	1.4	-0.9	-2	-1	18	-7	0
Cc1ccc(OCCNC(=O)c2cccc(S(=O)(=O)N3CCN(C)CC3)c2)cc1	-1	1	1.0	-0.2	1	-16	-2	3	-5
CCN(CCn1cccn1)C(=O)CCc1nnc(C2(c3ccc(Cl)cc3)CCC2)o1	-6	-8	-1.7	1.2	13	-8	23	2	-2
O=C(O)CCC(=O)NNC(=O)c1ccc(Br)cc1	-16	-2	0.8	-0.2	-3	-1	-8	0	-7
CCCCC1(C)NC(=O)N(CC(=O)Nc2ccc(S(=O)(=O)N3CCOCC3)cc2)C1=O (centres undefined)	-2	4	-0.3	0.2	-6	-18	-12	12	2
COc1ccccc1OCC(=O)N1CCCCCCC1	-2	0	-0.8	-0.1	-1	23	9	0	-1
O=C(CSc1nnnn1Cc1ccccc1)Nc1cccc(F)c1	6	0	-0.9	1.2	1	-17	14	-6	0
Cc1c(NC(=O)CS(=O)(=O)c2ccccc2)c(=O)n(-c2ccccc2)n1C	-4	-5	0.9	-0.9	0	9	4	-7	-2
COc1ccc(Br)cc1CN1CCCCCC1	-8	1	-0.9	-0.8	-4	-3	8	0	-1
C=CCOc1ccc(/C=N/NC(=O)CN2CCOCC2)cc1OCC	-5	1	0.5	-1.1	6	1	-5	2	-3
Cc1ccc(S(=O)(=O)N2CCCCC2)cc1NC(=O)CSc1nnc(C2CC2)n1N	-4	-3	0.0	-0.3	-7	-29	17	0	-1
Cc1cccc(N2C(=O)CC(N3CCN(c4ccccn4)CC3)C2=O)c1 (centres undefined)	-10	0	-0.9	-0.4	-7	21	-12	-4	-5
(more compounds)
SMILES	FAS-TE inh	MT1-MMP act inh	MsrA inh	TbMetRS inhib	eLon inh	PABP1 MLLE inh	SKN-1 block	NRP1-CendR mod	MsrA act
C=C1CCN(C(Cc2ccccc2)C(=O)OC)S(=O)(=O)c2ccc(F)cc21 (centres undefined)	6	-5	1.1	-0.2	-7	7	8	0	-4
Cc1ccc(C)c(NC(=O)CN2C(=O)C3CC=CCC3C2=O)c1 (centres undefined)	-13	-2	0.8	0.1	-7	-7	14	12	-3
Nc1ccccc1-n1cccc1	-2	-8	0.0	0.5	-6	-1	2	-23	-3
CCOC(=O)C(=CNc1ccc(N2CCOCC2)cc1)C(=O)OCC	-3	-1	3.3	-0.5	0	16	4	0	-4
COc1ccc(-c2oc3c(c2C#CC2(O)CCCCC2)C(OC)CCC3)cc1 (centres undefined)	7	1	0.3	-0.1	4	.	12	-20	-1
CN(C)C(CNc1ncnc2sc3c(c12)CCCC3)c1ccco1 (centres undefined)	3	0	2.2	0.6	2	-6	5	-6	0
O=C(c1ccc2c(=O)n(-c3ccccc3)c(=O)[nH]c2c1)N1CCN(c2ccc(F)cc2)CC1	-6	1	0.0	0.3	5	4	-11	15	2
COc1ccc(Cc2c(C3CCCCC3)nc3ccc(Br)cn23)c(C)c1	-6	-3	0.8	-1.2	-2	-7	12	-20	-5
Cc1ccc(NC(=O)Nc2c(Cl)cccc2Cl)cn1	3	-3	0.8	-0.7	0	11	-3	-2	-1
CC(C)(C)c1ccc(C(=O)NCc2nnc(SCC(=O)NC3CCCC3)o2)cc1	22	-1	-0.3	-0.5	-3	-1	6	-2	-4
Cc1ccc(C)c(CN2CCCN(C(=O)Cn3ncc4c3-c3ccccc3OC4)C2)c1	9	-2	0.5	0.0	-3	-5	6	-5	-2
Cc1ccccc1C(=O)NNC(=O)C(=O)N1CCCCC1	-6	-2	-0.6	-0.8	10	7	-2	7	-8
CC1CCN(C(=O)CSc2nnc(CSc3ncccn3)n2C)CC1	-11	1	0.6	-0.6	-2	7	-3	0	-5
COc1cccc(Cn2nc(C(=O)O)c3ccccc3c2=O)c1	5	2	0.4	-1.4	-6	7	11	-4	-8
CCOC(=O)c1ccc(NC(=O)COc2ccc(CNC3CCCCC3)cc2OC)cc1	-1	2	-1.4	-0.3	3	-1	0	6	0
O=C(CCC1CCN(Cc2ccccc2Cl)CC1)NC1CC1	-4	0	-0.3	-0.2	-5	3	6	14	-1
O=C(c1ccccc1OC(F)F)N1CCN(S(=O)(=O)c2ccc3c(c2)OCCCO3)CC1	-6	8	-0.7	0.6	-1	0	-4	7	-12
Nc1nnc(CC2=CCCCC2)s1	-8	8	0.4	-0.3	1	-13	0	2	-2
O=C(NCCO)c1ccc(-c2nnc(N3CCOCC3)c3ccccc23)cc1	-9	1	1.0	0.1	-11	-11	-13	2	-11

Four consecutive records from above, for reference:
SMILES	FAS-TE inh	MT1-MMP act inh	MsrA inh	TbMetRS inhib	eLon inh	PABP1 MLLE inh	SKN-1 block	NRP1-CendR mod	MsrA act
C=C1CCN(C(Cc2ccccc2)C(=O)OC)S(=O)(=O)c2ccc(F)cc21 (centres undefined)	6	-5	1.1	-0.2	-7	7	8	0	-4
Cc1ccc(C)c(NC(=O)CN2C(=O)C3CC=CCC3C2=O)c1 (centres undefined)	-13	-2	0.8	0.1	-7	-7	14	12	-3
Nc1ccccc1-n1cccc1	-2	-8	0.0	0.5	-6	-1	2	-23	-3
CCOC(=O)C(=CNc1ccc(N2CCOCC2)cc1)C(=O)OCC	-3	-1	3.3	-0.5	0	16	4	0	-4
